Luc counter = Kinase-Glo luciferase inhibition (counter-screen). Potency, µM (highest dose often 38.3 µM), inactives show at the top dose activity change, negative = inhibition, actives largely listed as inhibitors. Q27757. Kinase-Glo luciferase, ATP luminescence, 8 min. actives 0.28% (n = 200,000); also: potency is read from the fitted curve at half-maximal effect; % is scaled to controls: 0 for no effect and ±100 for the full control effect; nearly all actives have a fitted effect of over 60% in size
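Compounds were added to a substrate mix at pH 7.2 (50 mM imidazole, 10 uM ATP, within the enzyme's linear range), followed by Kinase-Glo detection reagent; luminescence was measured after 8 minutes at ambient temperature.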
Epigenetic derep = epigenetic control regulation, reporter derepression; AID 1865; Potency, µM (doses to about 53.9 µM), for the others: at the highest dose GFP activation, actives largely listed as activators; murine LDR cells, GFP reporter derepression, 30 h; actives 0.2% (n = 280,000); also: potency is read from the fitted curve at half-maximal effect; % of control where 0% means no effect; nearly all actives have a fitted effect of over 60% in size
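In this reporter-derepression format, murine cells bearing a silenced integrated CMV-GFP locus incubate with test compound (30 h, 37 C), then are washed and imaged; fluorescent objects of 20–120 um count as induced cells.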
NPSR antagonist = blocks cAMP signaling of the human neuropeptide S receptor. CHO-NPSR cells, cAMP TR-FRET, antagonist mode. AID 1461. Potency, µM (highest dose often 38.3 µM), without a hit: top-dose activity change, negative = inhibition, actives largely listed as inhibitors. actives 1% (n = 220,000); also: potency is read from the fitted curve at half-maximal effect; % is scaled to controls: 0 for no effect and ±100 for the full control effect; nearly all actives have a fitted effect of over 50% in size; many of its hits are not listed in these tables
Target sequence (Q6W5P4 whole entry, looked up): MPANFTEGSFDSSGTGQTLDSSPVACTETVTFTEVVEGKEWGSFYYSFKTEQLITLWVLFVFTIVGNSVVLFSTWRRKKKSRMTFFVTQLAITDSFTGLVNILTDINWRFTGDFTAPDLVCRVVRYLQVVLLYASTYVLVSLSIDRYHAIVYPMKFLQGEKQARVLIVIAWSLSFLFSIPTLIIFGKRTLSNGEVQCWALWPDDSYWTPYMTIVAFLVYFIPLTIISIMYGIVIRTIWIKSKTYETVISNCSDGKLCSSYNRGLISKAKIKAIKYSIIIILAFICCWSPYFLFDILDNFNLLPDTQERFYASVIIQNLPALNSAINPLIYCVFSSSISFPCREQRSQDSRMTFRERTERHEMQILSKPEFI
Lamin A splicing = LMNA splicing modulation. HeLa LMNA splicing GFP/RFP minigene ratio, 48 h. AID 1487. Potency, µM (highest dose often 46.1 µM), without a hit: at the top dose ratio change, negative = inhibition, hits mostly inhibitors. actives 0.01% (n = 200,000); active = well fitted inhibition curve with a large enough effect in the signal ratio, with a control signal flat, not every such curve was filed as active; inconclusive = small, poorly fitted or top-dose-only effect, or effect the other way, or a change in a side signal; the % refers to the signal ratio; also: potency is read from the fitted curve at half-maximal effect; % is scaled to controls: 0 for no effect and ±100 for the full control effect
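S3 HeLa stable clones carrying a lamin A-EGFP splicing minigene plus DsRed2 were seeded at 600 cells/well in Opti-MEM with 2% FBS, pin-dosed and incubated 48 h at 37°C. Acumen cytometry (488 nm) gave the GFP/RFP total-intensity ratio.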
HTT aggregate = reduces HttQ103-GFP aggregates in PC12 cells; PC12 HttQ103-GFP aggregates, Acumen cytometry, 40 h; Potency, µM (series often up to 46.1 µM), inactives show at the highest dose activity change, negative = inhibition, hits mostly inhibitors; actives 1.1% (n = 220,000); AID 1688; also: potency is read from the fitted curve at half-maximal effect; % is scaled to controls: 0 for no effect and ±100 for the full control effect; nearly all actives have a fitted effect of over 60% in size
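PC12 cells stably carrying ecdysone-inducible HTT exon 1 Q103–GFP were induced with tebufenozide (100 nM final) and treated with library compounds in titration. GFP aggregates in lysates were counted by laser scanning cytometry.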
IMPase Li cell = cell-permeable IMPase inhibitors with lithium potentiation; Potency, µM (doses to about 59.4 µM), for the others: at the highest dose activity, negative = IMPase inhibition, most hits filed as inhibitors; actives 0.35% (n = 210,000); AID 1457; CHO-M1 cells, IP1 TR-FRET (IP-One), carbachol + lithium;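 also: IP1 builds up when IMPase is blocked and the TR-FRET signal falls; potency is read from the fitted curve at half-maximal effect; plate controls were basal vehicle for no effect and high inhibitor control for full effect; nearly all actives have a fitted effect of over 50% in size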
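Readout is a homogeneous TR-FRET IP1 immunoassay (Ex 320, Em 665 and 620), where raised cytosolic IP1 lowers signal. Cells were CHO-M1 treated 30 min at 37C with test compounds plus a little lithium; AC50 values came from Hill-equation fitting.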
CBFb RUNX1 block = blocks binding between human CBF-beta and RUNX1 | 230,000 tested, under 10 active | Potency, µM (series often up to 59.8 µM), for the others: at the top dose activity, negative = inhibition, usual class: inhibitors | Q01196+Q13951 | AlphaScreen CBFb-His/RUNX1-biotin binding, biochemical; also: % of control where 0% means no effect
Target sequence (Q01196 whole entry, looked up): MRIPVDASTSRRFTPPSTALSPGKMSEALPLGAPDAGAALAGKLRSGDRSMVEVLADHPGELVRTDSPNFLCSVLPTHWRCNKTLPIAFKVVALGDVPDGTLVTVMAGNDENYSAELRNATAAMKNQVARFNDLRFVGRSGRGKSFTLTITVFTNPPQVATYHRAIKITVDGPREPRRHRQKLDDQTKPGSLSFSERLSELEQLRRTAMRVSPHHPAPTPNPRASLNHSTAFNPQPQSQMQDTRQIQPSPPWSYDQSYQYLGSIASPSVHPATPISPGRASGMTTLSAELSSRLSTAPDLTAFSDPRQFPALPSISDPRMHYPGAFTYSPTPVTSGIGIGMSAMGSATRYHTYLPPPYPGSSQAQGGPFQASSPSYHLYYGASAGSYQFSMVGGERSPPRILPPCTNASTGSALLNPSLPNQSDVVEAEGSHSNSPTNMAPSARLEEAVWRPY
Target sequence (Q13951 whole entry, looked up): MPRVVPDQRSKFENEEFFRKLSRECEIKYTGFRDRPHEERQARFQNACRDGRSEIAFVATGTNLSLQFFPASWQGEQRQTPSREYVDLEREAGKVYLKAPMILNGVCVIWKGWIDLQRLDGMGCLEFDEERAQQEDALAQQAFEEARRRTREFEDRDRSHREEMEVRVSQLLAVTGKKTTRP
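Read-out: AlphaScreen. Format: His-CBF-beta with biotinylated RUNX1 (30 nM each) preincubated 20 min, compound 15 min, Ni-chelate plus streptavidin beads 90 min; room temperature throughout.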
Active calls of the source: *; ? = inconclusive; . = no result given; [ ] = remark or other dose. Unless noted, calls follow the shape of the dose curve; as a rule, active = well fitted curve in the direction sought with a large enough effect; inconclusive = small, poorly fitted or top-dose-only effect, or another doubt; inactive = no such curve, though single readings can be large; an effect the other way counts as inactive or inconclusive. Not all compounds are listed; count on the stated rates, not on these rows.

The line under a structure holds: Luc counter | Epigenetic derep | NPSR antagonist | Lamin A splicing | HTT aggregate | IMPase Li cell | CBFb RUNX1 block
CCC(=O)Nc1ccccc1Sc1ncnc2scc(-c3ccccc3)c12
    1.1% | -1.0% | 4.5% | ? | ? | 10.1% | -6.0%
CC(C)N(C(=O)CSc1nnc(-c2ccc3c(c2)OCO3)n1C)C(C)C
    11.8% | 6.1% | 6.3% | . | 8.0% | -3.1% | 0.6%
O=C(O)c1ccc(COc2ccccc2/C=C2\NC(=O)N(Cc3ccccc3F)C2=O)cc1
    -3.4% | -0.6% | -39.8% | . | 18.7% | 26.8% | 7.2%
Cc1ccc(S(=O)(=O)N(C)Cc2ccc(C(=O)NN=C3C4CC5CC(C4)CC3C5)cc2)cc1
    . | 0.0% | -5.2%[46.1 µM] | 0.8% | -6.3% | . | 2.9%
CCOC(=O)C1=NOC2COC3(CCN(c4ncccn4)CC3)OCC12 (configuration not stated)
    1.2% | 2.6% | 10.4% | . | -15.7% | -6.4% | 6.6%
CC(=C1C2C=CC1C1C(=O)NC(=O)C21)c1ccccc1 (configuration not stated)
    -2.4% | -2.1% | -9.7%[46.1 µM] | -4.0% | -20.4% | 6.7%[38.3 µM] | 3.5%
Cn1ccc(C(=O)N/N=C/c2ccccc2[N+](=O)[O-])n1
    . | 1.6% | 3.5%[7.67 µM] | . | 12.9%[9.22 µM] | . | -2.5%
Nc1ccc(C23CC4CC(CC(O)(C4)C2)C3)cc1
    8.2% | ? | -2.2%[46.1 µM] | 5.0% | 4.9% | -19.5%[38.3 µM] | -7.1%
Cc1c(C(=O)NC(C)CN2CCCCC2)oc2ccccc12 (configuration not stated)
    -4.2% | 0.0% | 1.5%[46.1 µM] | 7.8% | 24.0% | -0.2%[38.3 µM] | 9.7%
COC(=O)[C@@]1(Cc2ccc(F)cc2)[C@H]2c3cc(C(=O)N(C)C)n(CCCNc4ccc(C(F)(F)F)cc4Cl)c3C[C@H]2CN1C(=O)c1ccccc1
    -3.8% | 1.7% | . | . | . | 6.6% | 3.0%
O=C1CCCc2oc3ccc(NS(=O)(=O)c4cccc5cccnc45)cc3c21
    1.4% | -2.8% | -9.5% | . | -17.6% | -0.7% | 1.1%
CC(NC(=O)c1ccco1)C(=O)OC(C)C(=O)NCc1ccccc1 (configuration not stated)
    0.2% | -0.1% | -0.6% | -2.0%[46 µM] | 9.9% | 5.4% | 9.7%
CCCS(=O)(=O)NCc1cn2c(C)csc2n1
    0.5% | 0.0% | -3.3%[46.1 µM] | -5.8% | -11.1% | 0.9%[38.3 µM] | -9.4%
O=C(CN1CCN(c2cccc(Cl)c2)CC1)Nc1nccs1
    0.0% | -5.4% | -16.6% | 3.5%[46 µM] | 19.9% | 2.9% | -10.1%
CN(c1ccccc1)S(=O)(=O)c1ccc(C(=O)Nc2nnc(-c3ccc(F)cc3)o2)cc1
    3.1% | -0.7% | -18.8%[46.1 µM] | ? | -26.0%[9.22 µM] | 6.6%[38.3 µM] | 0.8%

Entries of single compounds, looked up by structure. Values in the order: Luc counter, Epigenetic derep, NPSR antagonist, Lamin A splicing, HTT aggregate, IMPase Li cell, CBFb RUNX1 block
`CN(c1ccccc1)S(=O)(=O)c1ccc(C(=O)Nc2nnc(-c3ccc(F)cc3)o2)cc1` reads 3.1%, -0.7%, -18.8%[46.1 µM], ?, -26.0%[9.22 µM], 6.6%[38.3 µM], 0.8%
`Cc1ccc(S(=O)(=O)N(C)Cc2ccc(C(=O)NN=C3C4CC5CC(C4)CC3C5)cc2)cc1` reads ., 0.0%, -5.2%[46.1 µM], 0.8%, -6.3%, ., 2.9%
`O=C(CN1CCN(c2cccc(Cl)c2)CC1)Nc1nccs1` reads 0.0%, -5.4%, -16.6%, 3.5%[46 µM], 19.9%, 2.9%, -10.1%

Next part
The line under a structure holds: Luc counter | Epigenetic derep | NPSR antagonist | Lamin A splicing | HTT aggregate | IMPase Li cell | CBFb RUNX1 block
Cc1cnc(C(=O)OCC(=O)NC(C)CCc2ccccc2)cn1 (configuration not stated)
    1.8% | -1.4% | 12.7% | 7.4%[46 µM] | -6.8% | ? | 0.2%
CCn1c(SCC(=O)NCc2cccs2)nnc1-c1ccncc1
    -1.2% | -13.0% | -17.0%[46.1 µM] | 5.0% | -18.3% | 1.8%[38.3 µM] | -15.5%
O=C(NC(=S)Nc1ccc2c(c1)OCCO2)c1ccco1
    . | 0.5% | 7.3% | . | 23.0%[9.22 µM] | . | 0.0%
CCCS(=O)(=O)N1CCCC(C(=O)NCCCN(Cc2ccccc2)C(C)C)C1 (configuration not stated)
    -3.5% | -2.2% | 0.6%[46.1 µM] | 15.1% | 18.4% | -1.5%[38.3 µM] | 3.8%
Cc1cccc(S(=O)(=O)C(C#N)c2nc3ccccc3nc2N2CCOCC2)c1 (configuration not stated)
    . | 13.8% | -6.1%[46.1 µM] | ? | ? | . | 2.4%
OCCOc1cccc(CN2CCC(CO)(CCOc3ccccc3)CC2)c1
    -1.7% | 4.8% | 3.2% | -1.3%[46 µM] | 4.7%[9.22 µM] | 13.9% | 6.7%
COc1ccc(/C=C/C(=O)NCC(=O)N/N=C/c2cc(Br)ccc2OC)cc1
    2.0% | -1.9% | -15.9%[46.1 µM] | -0.7% | 29.3% | -4.4%[38.3 µM] | 2.9%
Cc1ccc(NC(=O)COS(=O)c2ccc(C)cc2)cc1 (configuration not stated)
    4.1% | -1.1% | -4.1%[46.1 µM] | 6.1% | -14.5% | 17.2%[38.3 µM] | 9.0%
Cc1ccc(C)c(N2CCN(C(=O)C3CCN(S(=O)(=O)c4cccc5nsnc45)CC3)CC2)c1
    -4.3% | -2.9% | -24.7%[46.1 µM] | 0.1% | -20.0% | 17.9%[38.3 µM] | -11.9%
CC(C)C[C@@H](CC(=O)N[C@@H](CCC(=O)O)CC(=O)O)NC(=O)[C@@H]1CCCC[C@H]1NC(=O)C[C@@H](NC(=O)C[C@H](CO)NC(=O)[C@@H]1CCCC[C@H]1N)C(C)C
    0.2% | 0.0% | . | . | . | -0.1% | 19.2%
CNS(=O)(=O)c1cccc(C(=O)OCC(=O)Nc2ccccc2F)c1
    0.7% | 2.6% | 2.3% | . | 22.0% | -2.7% | 7.7%
CS(=O)(=O)N1CCN(c2ccc([N+](=O)[O-])c(NCc3ccc(Cl)cc3)c2)CC1
    -0.4% | 3.0% | 2.5% | ? | 12.2% | 5.2% | ?
CCOC(=O)C1(CCc2ccccc2)CCN(Cc2ccn[nH]2)CC1
    -3.5% | 5.7% | -7.9% | 13.1%[46 µM] | 34.7%[9.22 µM] | 2.2% | 2.6%
Cc1ccc2nc(-c3cccnc3)cc(C(=O)Nc3ccc(F)cc3C)c2c1
    -0.6% | 7.9% | -53.5% | 0.7%[46 µM] | 6.3% | 11.3% | 0.5%
C/C(C/C(C)=C1/SC(=S)NC1=O)=C1\SC(=S)NC1=O
    -2.5% | 2.3% | -33.0% | . | 4.3% | -7.5% | -21.5%
O=C(COC(=O)CCNS(=O)(=O)c1ccc(Cl)cc1)NCc1ccco1
    -0.6% | -1.6% | -0.2%[46.1 µM] | 2.4% | -6.6% | 6.2%[38.3 µM] | 1.7%
CCCCCc1ccc(-c2ccc(=O)[nH]n2)cc1
    13.8% | 0.8% | 5.1%[7.67 µM] | ? | -8.8% | -5.3%[38.3 µM] | -1.6%
COCCCNc1nc2c([nH]1)c(=O)[nH]c(=O)n2C
    13.7% | 0.1% | -13.2%[46.1 µM] | -0.3% | -5.2% | -4.1%[38.3 µM] | -2.5%
Cc1cccc(-c2noc(CCC(=O)NCc3ccccc3)n2)c1
    -1.4% | 1.0% | -3.9%[46.1 µM] | 1.7% | -5.2% | -3.8%[38.3 µM] | 6.0%
Cc1ccc(NC(=O)COC(=O)[C@@H]2CCCN2C(=O)c2cccs2)cc1S(=O)(=O)N(C)C
    . | 2.2% | 2.7% | . | -1.1%[9.22 µM] | . | 35.1%
CCOC(=O)Cc1csc(NC(=O)Nc2ccc(F)cc2)n1
    . | -0.3% | 5.8% | . | -19.7%[9.22 µM] | . | 5.6%
O=C(N/N=C/C=C/c1ccco1)c1cccs1
    -5.3% | 17.8µM* | -38.4% | ? | ? | 2.0% | ?
COc1ccc(Nc2ccc(Nc3ccc(OC)cc3)nn2)cc1
    . | -0.9% | -15.6%[46.1 µM] | -13.5% | ? | . | -6.8%
Cc1cc2c(C)ccc(C)c2nc1SCC(=O)c1cccs1
    1.3% | 1.6% | -23.9%[46.1 µM] | 5.0% | -5.2% | 28.0%[38.3 µM] | ?
O=C(COc1cccc2ccccc12)NNC(=O)c1cnccn1
    2.1% | -1.8% | 8.7% | -2.4% | -3.1% | -1.0% | -21.0%
Cc1cc(C)nc(/N=C(\N)N2CCCCC2)n1
    0.8% | 2.2% | 18.8% | ? | 2.8%[9.22 µM] | 2.0% | -0.8%
CC12CC(c3ccccc3O1)N(C(=O)c1ccc(Br)o1)C(=O)N2c1ccccc1 (configuration not stated)
    -7.0% | -1.0% | -25.8%[46.1 µM] | -2.7% | -0.2% | 30.7%[38.3 µM] | -3.6%
COc1cccc(C(=O)CSc2nnc(CNc3nc(-c4ccccc4)cs3)n2C)c1
    -1.0% | 2.5% | -15.9%[46.1 µM] | -5.9% | 1.9% | 18.2%[38.3 µM] | -17.4%
O=C(NCC1CCCO1)C1CCN(C(=O)c2ccc(Cl)cc2)CC1 (configuration not stated)
    -2.6% | 0.9% | 4.1%[46.1 µM] | 12.3% | -9.7% | 28.0%[38.3 µM] | 6.8%
CC1C(=O)C(C)(C)C(=O)OC1c1ccccc1 (configuration not stated)
    . | 3.8% | -30.2% | . | 11.7%[9.22 µM] | . | 6.6%
O=C(CCCn1c(=S)[nH]c2ccccc2c1=O)N1CCOCC1
    -0.1% | -0.3% | -1.6%[46.1 µM] | 6.6% | 4.7% | -4.7%[38.3 µM] | 2.3%
CCCCNc1nc(C)c(C(C)=O)cc1C#N
    1.5% | -0.4% | 2.2% | -3.6%[46 µM] | 18.3% | -2.6% | 12.1%
Cc1ccc(NCc2nnc(SC(C)C(=O)N/N=C/c3ccc(C)o3)n2-c2ccccc2)cc1 (configuration not stated)
    -1.4% | -1.1% | -8.0%[46.1 µM] | -0.7% | -24.3% | 3.3%[38.3 µM] | -0.1%
O=C(COC(=O)Cc1cccc2ccccc12)Nc1ccccc1-c1ccccc1
    0.6% | -1.0% | 12.0% | -7.8% | -0.9% | 14.4% | -2.5%

Screening results from PubChem.
